Source: PubChem BioAssay (several laboratories)
Mtb FBA inh: Mtb fructose-bisphosphate aldolase inhibition; P9WQA3; purified M. tuberculosis FBA, fluorescence read-out; inhibition, % at 1 µM; 360,000 tested, 2.3% active; AID 588726; in the data active means inhibition above about 27%;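 further: 0% = vehicle and 100% = reference inhibitor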
Target sequence (P9WQA3 whole entry, looked up): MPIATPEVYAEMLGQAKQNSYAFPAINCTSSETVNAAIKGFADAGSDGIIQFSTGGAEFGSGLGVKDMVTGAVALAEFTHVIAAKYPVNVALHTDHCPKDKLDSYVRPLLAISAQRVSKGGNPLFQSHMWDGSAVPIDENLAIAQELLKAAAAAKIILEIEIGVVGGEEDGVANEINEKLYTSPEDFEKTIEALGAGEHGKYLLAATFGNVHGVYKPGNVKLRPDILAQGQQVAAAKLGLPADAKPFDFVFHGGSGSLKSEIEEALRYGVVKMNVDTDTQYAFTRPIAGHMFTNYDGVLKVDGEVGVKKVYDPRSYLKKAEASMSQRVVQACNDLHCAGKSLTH
MazF activator: activators of E. coli MazEF toxin-antitoxin RNase. P0AE70. FAM/BHQ RNA-DNA oligo cleavage fluorescence, 5 h. activation, % at 20 µM. 350,000 tested, 0.32% active. AID 504720; in the data active means activation above about 50%
Target sequence (P0AE70 whole entry, looked up): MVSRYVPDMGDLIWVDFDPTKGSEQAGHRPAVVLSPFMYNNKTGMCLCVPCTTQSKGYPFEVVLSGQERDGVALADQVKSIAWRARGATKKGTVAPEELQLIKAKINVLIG
GDH-TPI counter: inhibits GDH-TPI coupling enzymes, artifact for Mtb FBA screen; GDH-TPI coupled enzyme counterscreen, NADH absorbance; inhibition, % at 4.8 µM; 360,000 tested, 1.2% active; in the data active means inhibition above about 30%;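 further: 0% = DMSO wells and 100% = wells lacking the enzyme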
PrPC TRFRET: reduces human prion protein on the cell surface. inhibition, % at 13.8 µM. P04156. cell surface PrPC, TR-FRET read-out. 370,000 tested, 0.43% active; in the data active means inhibition above about 24%; further: 0% = median of the test wells and 100% = reference compound wells
Rv3671c protease: inhibitors of M. tuberculosis serine protease Rv3671c; P9WHR9; inhibition, % at 5.96 µM; 320,000 tested, 0.048% active; AID 2606; in the data active means inhibition above about 38%;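 further: extracellular domain of Rv3671c used as enzyme; 0% = enzyme with DMSO and 100% = no enzyme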
Target sequence (P9WHR9 whole entry, looked up, the tested form may be a part): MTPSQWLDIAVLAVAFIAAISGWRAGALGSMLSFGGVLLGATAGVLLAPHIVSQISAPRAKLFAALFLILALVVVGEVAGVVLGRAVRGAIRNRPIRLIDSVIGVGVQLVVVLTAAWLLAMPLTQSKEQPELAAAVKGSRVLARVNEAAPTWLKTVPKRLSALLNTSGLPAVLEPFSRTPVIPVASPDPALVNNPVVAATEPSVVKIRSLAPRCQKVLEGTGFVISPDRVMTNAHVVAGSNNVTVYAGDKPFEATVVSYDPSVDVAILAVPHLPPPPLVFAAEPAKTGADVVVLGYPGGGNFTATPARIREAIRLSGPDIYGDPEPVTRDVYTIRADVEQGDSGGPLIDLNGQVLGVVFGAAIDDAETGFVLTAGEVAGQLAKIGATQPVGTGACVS
Mtb UGM inh: blocks M. tuberculosis UGM enzyme. P9WIQ1. purified UGM, fluorescence polarization probe displacement. inhibition, % at 10 µM. 320,000 tested, 0.06% active; in the data active means inhibition above about 10%, passing the limit was not always enough; inconclusive means no clear call, values can overlap the other calls
FadD28 binding: inhibitors of Mycobacterium tuberculosis FadD28 bisubstrate binding. FadD28 bisubstrate probe binding, fluorescence polarization. inhibition, % at 12.5 µM. 360,000 tested, 0.22% active; in the data active means inhibition above about 8.5%, passing the limit was not always enough; inconclusive means no clear call, values can overlap the other calls
BioA inh: BioA (M. tuberculosis) enzyme inhibition | purified M. tuberculosis BioA enzyme, plate reader | inhibition, % at 9.99 µM | 360,000 tested, 0.096% active; in the data active means inhibition above about 40%; inconclusive means no clear call, values can overlap the other calls
BoNT-F LC inh: blocks Botulinum neurotoxin F light chain protease. Multiplex microsphere protease cleavage assay, flow cytometry. inhibition, % at 10 µM. 360,000 tested, 0.22% active; in the data active means inhibition above about 35%, passing the limit was not always enough; inconclusive means no clear call, values can overlap the other calls; further: plate controls were buffer without enzyme for full effect and enzyme alone for no effect
Numbers without * were called inactive; ? = inconclusive; . = no result given. Random draw from the library. Share with any hit: about 4.8%.

Results follow in this order: Mtb FBA inh, MazF activator, GDH-TPI counter, PrPC TRFRET, Rv3671c protease, Mtb UGM inh, FadD28 binding, BioA inh, BoNT-F LC inh
CC(=O)Nc1ccc(NC(=O)CCC(=O)OCC(=O)c2ccc(C)c([N+](=O)[O-])c2)cc1
→ 2.5, 3.2, -3.2, -4.1, 0.4, 0.4, -0.7, ., 4.3
CCn1c(=S)sc2c(=O)n(CC(=O)NCCCc3ccccc3)c(C)nc21
→ -0.2, -12.0, 5.9, 3.9, 0.7, 0.3, -0.2, -1.2, 2.0
CCC(C)OC(=O)C1=C(C)O[C@]23OC(N)=C(C#N)[C@]12C(=O)c1ccccc13 (stereo not given in full)
→ 0.5, 6.7, 10.6, 2.3, 0.8, 1.4, -1.4, 25.0, 8.8
CSc1ncccc1C(=O)Nc1nc2ccc(F)cc2s1
→ 0.8, 0.1, 8.2, 8.6, -4.5, -0.2, -3.2, ., -0.6
CC(=O)c1ccc(NC(=S)NCCCN2CCOCC2)cc1
→ -0.9, 6.4, 2.2, 1.8, 8.4, 5.7, -0.7, ., 1.6
Cc1ccc2oc(C(=O)N(CCO)Cc3ccccc3)c(C)c2c1
→ 2.1, 2.6, 3.7, 2.6, -2.1, 2.3, -6.2, -0.3, ?
CC(C)CCNC(=O)C1CCCN(S(=O)(=O)c2ccc(F)cc2)C1 (stereo not given)
→ -3.0, 6.8, -3.1, 8.6, 0.8, 0.9, -18.8, 1.0, 6.8
Cc1cc(C(=O)CSc2nn3c(=O)c(C(C)(C)C)nnc3s2)c(C)n1-c1ccc(F)cc1
→ 0.7, 4.1, 13.3, -3.8, -3.0, 0.7, -3.1, -2.4, 0.6
Cc1nn2c(N3CCCC3)c3c(nc2c1-c1ccccc1)CCC3
→ 2.4, -1.9, 3.8, 8.5, -1.0, 2.8, 1.4, 0.3, .
CCn1ncc([N+](=O)[O-])c1C(=O)n1nc(C)cc1C
→ 0.8, -3.2, 9.6, -5.5, -3.3, 2.0, -2.3, ., -12.5
O=C(Nc1ccc(N2CCN(c3ccc(C(F)(F)F)cn3)CC2)nc1)c1cccs1
→ 4.8, -18.6, 0.4, -9.2, 3.1, 1.4, 2.7, ., -6.5
O=C1CC(=C2c3ccccc3-c3ccccc32)C(=O)N1CCCCN1CCN(c2ccccc2)CC1
→ -0.9, 1.4, 12.0, ., -8.8, -1.6, -1.2, -0.9, -23.9
CCOC(=O)N1CCN(C(=O)C(CC(C)C)NC(=O)C2CCCCC2)CC1 (stereo not given)
→ 0.8, 2.1, 0.0, -1.7, -2.2, 0.8, -3.6, 0.2, 14.7
O=c1[nH]c2ccccc2n1Cc1ccccc1
→ -0.1, 5.1, 0.9, 5.9, -6.1, 4.5, -5.4, -0.7, -18.4
COc1ccc(C2C(C(=O)c3sc(C)nc3C)=C(O)C(=O)N2CCCn2ccnc2)cc1OC (stereo not given)
→ 2.6, 1.4, 0.6, -10.2, -6.7, -1.9, -1.5, 0.1, -1.6
CCN(CC)c1c([N+](=O)[O-])c(=O)n(C)c2ccccc12
→ -1.3, 0.0, 8.9, -0.5, 3.3, -1.7, -3.0, ., -5.3
CCN(CC)C(=O)c1ccc2nc([C@H]3C[C@H](O)[C@@H](CO)O3)[nH]c2c1
→ -2.0, ., 0.0, -3.2, ., ., 0.8, -0.9, -3.4
CC(NC(=O)Cc1ccc(-c2ccccc2)cc1)c1ccccc1 (stereo not given)
→ -4.0, -4.9, 17.2, 4.2, -2.0, 4.7, 3.2, ., 8.5
O=C(CSc1nc2c(c(=O)n1-c1ccc(F)cc1)SCC2)NCc1ccco1
→ 0.4, 3.5, 21.1, -4.2, -0.1, 2.5, -4.6, ., 3.7
CC1(C)N=C(N)NC(Nc2ccc(Cl)cc2)=N1
→ 1.1, 1.2, 0.0, -0.9, ., ., -2.2, -1.6, -3.7
COCCN(C(=O)CSc1nc2ccc(Cl)cc2[nH]1)c1c(N)n(Cc2ccccc2)c(=O)[nH]c1=O
→ 0.8, -3.5, -2.4, 0.7, 4.8, 1.2, -6.0, 1.3, 7.1
O=C(NC1CCCCC1)C(c1ccc2ncccc2c1)N(Cc1ccco1)C(=O)c1ccc2c(c1)OCCO2 (stereo not given)
→ -2.0, 15.4, -9.6, 4.4, -1.4, -2.5, -2.4, -1.6, 3.4
CC(Sc1ccsc1[N+](=O)[O-])C(=O)NCc1ccco1 (stereo not given)
→ 0.7, -10.1, 17.1, -29.7, 10.6, 1.4, -0.7, 2.0, 6.7
CC(C)NC(=O)c1ccc(N2CC3CC(C2)c2cccc(=O)n2C3)c([N+](=O)[O-])c1 (stereo not given)
→ -8.2, -18.6, -4.4, -5.3, 1.9, -0.1, -3.4, -1.1, -2.7
c1ccc(-n2c(SCc3ccncc3)nnc2-c2ccco2)cc1
→ 0.1, -0.4, -5.8, -6.8, -2.3, -1.8, -3.5, 1.4, 4.9
O=C(CN(C(=O)CCNC(=O)c1ccco1)c1ccccc1)NC1CCCC1
→ -0.6, -0.7, 16.8, 2.1, 3.0, -1.1, 1.7, ., -2.0
CCC(=O)N1C(=O)CCN(C(C)=O)c2ccccc21
→ 2.6, 2.3, -6.4, -0.7, -7.6, 6.5, 1.0, -0.7, 7.8
COc1ccc(S(=O)(=O)N2CCOCC2)cc1NC(=O)C1CCCN1C(=O)c1cccs1 (stereo not given)
→ -2.8, -29.9, -4.7, 3.1, -10.4, ., ., -0.2, -2.7
C=CCN(C(=O)c1csnn1)C(C(=O)NCc1ccc(F)cc1)c1ccc(F)cc1 (stereo not given)
→ -0.4, -1.5, 4.0, 8.7, 1.3, -2.7, -0.6, 2.8, -8.9
O=C(Nc1ccc(S(=O)(=O)N2CCOCC2)cc1)c1nn(-c2ccc(F)cc2)ccc1=O
→ -1.6, 3.1, 30.1, 10.8, -6.8, 2.1, -1.0, 0.3, 3.3
Cc1cc(C)c2nc(Cl)c(C3NC(=O)c4ccccc4N3)cc2c1 (stereo not given)
→ 7.8, -1.9, 4.7, -1.9, -10.6, 0.4, -2.7, ., -3.9
O=C1CC(c2nc3ccccc3[nH]2)CN1c1ccccc1 (stereo not given)
→ 0.8, 7.6, -3.7, 0.3, 2.8, 2.7, -1.5, 3.3, 1.8
CCOC(=O)N1CCN(C(=O)c2ccc3c(=O)n(CCC4=CCCCC4)c(=S)[nH]c3c2)CC1
→ 2.7, -1.3, -14.2, -3.4, -3.6, -1.5, -5.8, -1.0, -0.3
CCN(CC)CCNc1nc(C(F)(F)F)nc2c1nnn2Cc1ccccc1
→ 1.9, 12.5, 1.7, -15.4, 2.4, 1.7, -3.6, 7.4, 7.1
CCn1nnnc1-c1ccc(OC)c(S(=O)(=O)Nc2ccc(C(=O)OC)cc2)c1
→ 0.7, 1.1, 9.5, -5.9, -7.1, -0.5, -3.8, -0.1, 0.4
COC(=O)[C@]1(Cc2ccccc2)N[C@H](CN(C)S(=O)(=O)c2ccc(F)cc2)[C@@H]2C(=O)N(C)C(=O)[C@@H]21
→ -2.6, 2.6, -13.5, 8.1, 3.5, 4.0, -3.2, 0.1, -4.0
O=C(CN1CCOCC1)Nc1ccccc1C(=O)Nc1ccccc1
→ 0.4, 0.6, 9.6, -5.4, 5.8, -3.3, -1.9, 0.6, -9.8
Cc1cc(C)cc(N(C)S(=O)(=O)c2nnc(NC(=O)C(C)C)s2)c1
→ 0.0, -6.8, -1.3, 4.1, ., 0.1, 0.4, 0.2, -17.8
COc1ccccc1Nc1ncc(C(=O)N2CCC(C(N)=O)CC2)c2ccccc12
→ 5.2, -10.3, 27.5, -5.5, 4.6, -1.7, -0.4, ., -9.4
CS(=O)(=O)c1ccccc1C(=O)NC1CCCc2ccccc21 (stereo not given)
→ -2.0, 5.3, 0.3, -1.6, 0.8, -4.8, -3.2, ., -7.5
Cc1cc(CNCc2cn(C)nc2-c2ccc(Oc3ccccc3)cc2)on1
→ -3.1, 0.5, -3.1, 4.9, -4.4, -0.1, -3.5, ., -9.9
CCOC(=O)n1c(SCC(=O)N(CC)CC)nc2ccccc21
→ 1.1, 3.6, 4.2, -5.7, 22.2, 2.2, -0.8, -1.4, .
CC(C)Oc1cccc(C(=O)C2CCCN(Cc3cnc(N4CCCC4)s3)C2)c1 (stereo not given)
→ -0.4, -10.2, -1.2, -0.2, -5.7, 1.7, -0.2, ., -1.8
Nn1c(SCc2ccccn2)nncc1=O
→ -1.0, 1.3, 0.6, -1.5, -1.9, -1.6, -1.4, ., -2.3
COc1ccc2c(C)c(C(=O)O)oc2c1
→ 17.0, 0.4, 6.2, 28.5*, 2.0, 4.0, 0.5, 0.2, 5.8
COc1ccc(N2C(N)=NC(N)=NC2(C)C)cc1
→ -0.5, 6.2, 4.3, 1.4, 3.0, -2.0, -1.1, -0.6, 0.6
O=S1(=O)CC2NC(=S)N(c3cccc(Br)c3)C2C1 (stereo not given)
→ 0.2, 2.6, 3.7, 8.7, 0.5, -2.3, -11.8, 0.0, -2.6
CC(=O)c1cc(CCC(=O)NC2CCCCCC2)oc1C
→ -0.5, 4.4, 7.8, 1.8, -2.2, -0.7, -1.9, -1.2, 4.6
COc1ccc(CCNC(=O)c2c(C)nc3ccccn23)cc1OC
→ 2.8, -3.6, 3.8, 1.7, 4.2, -3.0, -0.9, 1.9, 0.6
Cc1csc(=O)n1CC(=O)OCc1cccc2ccccc12
→ -1.7, 0.7, 4.6, -4.7, -8.8, -1.0, -3.8, 6.9, -3.5
Cc1[nH]c2ccc(C(=O)OC(C)C(=O)NCc3ccccc3)cc2c1C (stereo not given)
→ 0.3, -2.9, 10.0, 6.1, -3.2, -1.1, -0.3, 3.3, -5.9
COc1cc2c(cc1NC(=O)CSc1nccn1C)oc1ccccc12
→ -1.1, -8.9, 4.1, 12.0, -11.4, 2.1, -2.1, 0.3, -2.9
COC(=O)c1c(C)oc(C)c(C(=O)OC)c1=O
→ -1.2, 9.8, 14.3, 2.2, 4.0, -2.9, -2.0, -0.4, 1.3
COc1ccc(-c2cc(C(=O)OCC(=O)NC(C)C)c3ccccc3n2)cc1
→ 8.2, 0.0, 6.3, 7.8, -9.2, -0.8, -0.8, ., -3.2
CCOc1ccc(/C=C2/Sc3ccc(C(=O)NCC4CCCO4)cc3N(C)C2=O)cc1OC (stereo not given)
→ -0.9, 4.2, 11.2, -2.8, -3.1, -0.3, -2.0, -0.3, -0.9
BrC(/C=N/Nc1nc(N2CCOCC2)nc(N2CCOCC2)n1)=C/c1ccccc1
→ 1.6, 2.9, 40.7*, -17.4, 13.1, -0.9, 0.1, -2.1, -2.3
Cc1cc2c(cc1C)N(CC(=O)N1CCCC1)C(=O)CC(c1ccccc1)=N2
→ -3.7, -8.4, 15.7, -5.0, 11.9, -4.0, -2.5, -0.9, -10.6
C/C(=N\NC(=O)c1ccccc1)c1c(O)n(C2CCCCC2)c(=O)[nH]c1=O
→ -0.8, 8.3, 37.9*, -0.7, 17.4, -2.1, 2.2, -0.2, 0.2
Cc1cc(C)c2nc(N(CCCN(C)C)C(=O)C3=COCCO3)sc2c1
→ 2.9, 3.9, 4.2, -12.7, 8.2, 0.1, -0.6, 1.2, 5.9
NC(=O)CSc1nc2ccccc2nc1SCC(N)=O
→ -1.9, -5.4, 17.1, 5.7, 7.8, 0.4, -0.8, ., 3.0

Compound profiles, as listed above. Values in the order: Mtb FBA inh, MazF activator, GDH-TPI counter, PrPC TRFRET, Rv3671c protease, Mtb UGM inh, FadD28 binding, BioA inh, BoNT-F LC inh
Results for COc1ccc(-c2cc(C(=O)OCC(=O)NC(C)C)c3ccccc3n2)cc1 = 8.2, 0.0, 6.3, 7.8, -9.2, -0.8, -0.8, ., -3.2
Results for Cc1cc(C)c2nc(N(CCCN(C)C)C(=O)C3=COCCO3)sc2c1 = 2.9, 3.9, 4.2, -12.7, 8.2, 0.1, -0.6, 1.2, 5.9

Remaining list, next part
Results follow in this order: Mtb FBA inh, MazF activator, GDH-TPI counter, PrPC TRFRET, Rv3671c protease, Mtb UGM inh, FadD28 binding, BioA inh, BoNT-F LC inh
O=C(COc1ccccc1Cc1ccccc1)Nc1cccnc1
→ 2.2, 2.1, -4.2, 3.9, -4.3, 3.9, -4.7, 3.8, -1.6
O=C1c2cccnc2C(=O)N1Cc1ccccc1
→ 1.7, 1.3, -0.5, 7.2, 1.9, 3.8, -1.1, -2.5, -6.5
O=C1NC(=S)S/C1=C\c1coc2ccccc2c1=O
→ -0.2, 15.6, 21.4, -2.8, -5.8, -3.1, -2.2, -5.5, 0.7
COc1ccc(S(=O)(=O)NC2CCCC2)cc1C(N)=O
→ 0.8, -0.9, -11.7, 10.7, ., -0.2, 1.7, -0.2, 6.6
